# IDE inh: human IDE inhibitors in live cells, primary screen, fluorescence polarization, HEK cells, FAbetaB substrate. Insulin-degrading enzyme (Homo sapiens), P14735. FAbetaB cleavage. inhibition, % at 5.59 µM. 320,000 compounds, 0.41% hits;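 active = percent inhibition above the average of all tested compounds plus 3 SD, set per screening campaign, cut at about 16% in these data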;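 also: IDE supplied by intact live HEK cells; FP after avidin binding of uncleaved biotin substrate so inhibition keeps polarization high; 0% = DMSO wells and 100% = 60 µM reference IDE inhibitor Ii1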
# Target sequence (P14735 whole entry, looked up): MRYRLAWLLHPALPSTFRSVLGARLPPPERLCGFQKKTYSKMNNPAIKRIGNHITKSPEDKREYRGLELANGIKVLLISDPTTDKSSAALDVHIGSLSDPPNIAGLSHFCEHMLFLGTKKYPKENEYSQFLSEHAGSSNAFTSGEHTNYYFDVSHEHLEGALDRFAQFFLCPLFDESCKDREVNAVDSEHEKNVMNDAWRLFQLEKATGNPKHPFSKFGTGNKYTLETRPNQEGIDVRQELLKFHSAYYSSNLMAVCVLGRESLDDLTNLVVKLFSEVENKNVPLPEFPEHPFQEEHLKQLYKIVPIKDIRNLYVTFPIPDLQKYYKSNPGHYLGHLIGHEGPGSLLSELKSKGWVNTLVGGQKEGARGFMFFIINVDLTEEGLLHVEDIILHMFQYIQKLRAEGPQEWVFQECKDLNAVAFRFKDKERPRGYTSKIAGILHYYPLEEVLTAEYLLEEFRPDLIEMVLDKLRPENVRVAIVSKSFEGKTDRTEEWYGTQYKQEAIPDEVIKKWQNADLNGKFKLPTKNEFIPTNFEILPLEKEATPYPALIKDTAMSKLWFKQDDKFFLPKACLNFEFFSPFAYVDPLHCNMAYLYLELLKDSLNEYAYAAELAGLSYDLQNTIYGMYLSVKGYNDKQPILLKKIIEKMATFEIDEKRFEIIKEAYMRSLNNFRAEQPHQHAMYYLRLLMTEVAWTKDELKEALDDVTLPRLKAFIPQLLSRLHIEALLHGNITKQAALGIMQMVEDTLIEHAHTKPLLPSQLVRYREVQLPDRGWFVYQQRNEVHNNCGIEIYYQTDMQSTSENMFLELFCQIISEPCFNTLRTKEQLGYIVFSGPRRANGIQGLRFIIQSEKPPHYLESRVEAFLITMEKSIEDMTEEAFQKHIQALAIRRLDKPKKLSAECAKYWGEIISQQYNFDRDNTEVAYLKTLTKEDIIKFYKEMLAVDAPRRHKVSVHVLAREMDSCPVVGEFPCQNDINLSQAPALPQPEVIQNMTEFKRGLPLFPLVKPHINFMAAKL
# M4 antag: human M4 muscarinic receptor antagonists, primary screen, CHO cells, Fluo-8 calcium fluorescence. CHO-hM4 cells, ACh EC80. Muscarinic acetylcholine receptor M4 (Homo sapiens), P08173. inhibition, % at 3 µM. 360,000 compounds, 0.73% hits;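 active = inhibition above its plate's cutoff, the mean inhibition of sample wells plus 3 SD, cut at about 27% in these data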;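 also: 0% = acetylcholine EC80 with DMSO and 100% = DMSO without agonist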
# M5 antag: human M5 muscarinic receptor antagonists, primary screen, CHO cells, Fluo-8 calcium fluorescence; Muscarinic acetylcholine receptor M5 (Homo sapiens), P08912; CHO-hM5 cells, ACh EC80; inhibition, % at 3 µM; 360,000 compounds, 0.59% hits;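 active = inhibition above a per-plate cutoff, the mean of that plate's test compounds plus 3 SD, cut at about 27% in these data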;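 also: 0% = acetylcholine EC80 with DMSO and 100% = DMSO without agonist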
# CHRM5 agonist: human M5 muscarinic receptor agonists, primary screen, CHO-K1 cells, Fluo-8 calcium fluorescence | 360,000 compounds, 0.19% hits | Muscarinic acetylcholine receptor M5 (Homo sapiens), P08912 | CHO-K1 hM5 cells; 0% DMSO wells, 100% maximal acetylcholine response | activation, % at 3 µM | AID 624037, 2012;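 active = activation above the run's mean over test compounds plus 3 SD, cut at about 23% in these data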;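 also: signal is peak over basal fluorescence ratio across the kinetic read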
# CRFR2-BP antag: antagonists of CRF-BP/CRF-R2 complex, primary screen, cell-based, HEK293, calcium dye fluorescence, uHTS; 350,000 compounds, 0.59% hits; CRF-induced calcium fluorescence; inhibition, % at 11.8 µM;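 active = inhibition of the ligand-induced calcium signal above about 50% at the single tested concentration, limit read from the data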
# M5 PAM: human M5 muscarinic receptor positive allosteric modulators, primary screen, CHO-K1 cells, Fluo-8 calcium fluorescence; activation, % at 3 µM; 360,000 compounds, 0.3% hits; Muscarinic acetylcholine receptor M5 (Homo sapiens), P08912; CHO-K1 hM5, ACh EC20 PAM; 0% = ACh EC20, 100% = ACh EC100;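 active = activation above the run cutoff, the mean activation of all test compounds plus 3 SD, cut at about 18% in these data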
#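 Measured by: Fluo-8 calcium fluorescence; material: human M5 receptor in CHO-K1 cells; schedule: Post-acetylcholine fluorescence recording 140 s; benchmarks: low control EC20 acetylcholine (0%), high control EC100 acetylcholine (100%); read-out: Max/basal fluorescence ratio as % of EC20–EC100 ACh window; compound: single dose, 3 µM nominal final test concentration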
# CHRM4 agonist: human M4 muscarinic receptor agonists, primary screen, CHO-K1 cells, Fluo-8 calcium fluorescence. activation, % at 3 µM. Muscarinic acetylcholine receptor M4 (Homo sapiens), P08173. CHO-K1 hM4/Gqi5; vehicle 0%, full acetylcholine response 100%. 360,000 compounds, 0.14% hits;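 active = activation above the run mean over all test wells plus 3 SD, cut at about 32% in these data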;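 also: peak over basal fluorescence ratio per well then scaled between controls; 0% = DMSO wells and 100% = acetylcholine at EC100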
# M4 PAM: human M4 muscarinic receptor positive allosteric modulators, primary screen, CHO-K1 cells, Fluo-8 calcium fluorescence. activation, % at 3 µM. 360,000 compounds, 0.4% hits. CHO-K1 hM4/Gqi5, ACh EC20; 0% = ACh EC20, 100% = maximal ACh. Muscarinic acetylcholine receptor M4 (Homo sapiens), P08173;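 active = activation above its plate's cutoff, the mean activation of sample wells plus 3 SD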; also: some results filed as inactive read as strong as hits
# CRFBP-R2 agonist: agonists of CRF-BP/CRF-R2 complex, primary screen, cell-based, HEK293, calcium dye fluorescence, uHTS | calcium dye fluorescence (FLIPR); percent of saturating CRF peptide response | 350,000 compounds, 0.46% hits | CRF-binding protein / CRF receptor 2 complex (human) | AID 588473, 2011 | activation, % at 13.2 µM;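 active = activation of at least 50%, plus an integration ratio under a set limit after plate pattern correction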;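 also: plate controls were neutral control wells without compound for no effect and CRF at EC100 for full effect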
# * hit, by the source's call; x = not tested or not shown.
SMILES,IDE inh,M4 antag,M5 antag,CHRM5 agonist,CRFR2-BP antag,M5 PAM,CHRM4 agonist,M4 PAM,CRFBP-R2 agonist
C#CCOCCOCCOCCNc1nc(N2CCN(C(=O)[C@H]([C@@H](C)CC)n3cc(CCC(=O)O)nn3)CC2)nc(N2CCN(C(=O)[C@H](CCCCN)n3cc(CC(C)O)nn3)CC2)n1 (stereo partly specified),x,5.6,8.8,1.6,10.4,-3.4,1.8,7.5,-0.5
COc1ccc(-c2c(NCCc3ccccc3)c(=O)c2=O)cc1,-0.1,-13.9,2.5,-2.8,13.8,-3.5,1.8,0.3,2.6
CCOc1ccc(C(=O)N(CC(=O)Nc2cccc(C)c2C)CC2CCCO2)cc1OC (stereo unspecified),4.7,3.8,-1.2,1.3,-19.4,0.2,0.4,-0.9,-0.3
O=C(NCCSc1ccc(Br)cc1)c1ccc2nc[nH]c2c1,1.7,2.9,15.8,-1.3,3.5,-9.4,13.8,-9.3,-1.8
COCCCn1cc(C(=O)c2ccccc2OCC(=O)Nc2cccc(F)c2)cc(C#N)c1=O,7.2,-4.8,5.3,1.9,-40.6,-7.8,8.0,-1.8,-0.5
COc1ccc(NC(=O)c2cc3c(=O)n4ccccc4nc3n2C)cc1OC,-2.0,-4.6,13.7,3.9,-2.2,-0.4,2.2,-0.3,0.1
Cc1cc(-n2c(C)cc(C(=O)CSc3ccc4c(c3)OCCO4)c2C)no1,2.4,-5.8,-7.3,-5.5,-8.4,-10.0,7.5,-3.5,1.7
Cc1ccc(C)n1-c1c(C(=O)NN)cnn1-c1ccccc1,-5.5,10.0,6.8,-0.5,2.4,-3.3,7.9,-8.0,1.0
COc1ccc(-c2cn(-c3ccc(OC)cc3)c(=S)[nH]2)cc1,2.2,7.1,0.4,-2.1,15.9,-2.5,1.6,-9.3,-1.2
CC1(C)CC(=Cc2cc(O)ccc2[N+](=O)[O-])C(=O)c2ccccc21,x,-2.4,14.1,8.1,31.4,-14.0,10.9,-2.5,28.5
Cc1ccc2nc(C)c(Cl)c(=O)n2c1,3.5,1.6,-0.7,-5.3,10.4,-7.0,1.3,2.3,-0.7
Cc1nc([N+](=O)[O-])c(Sc2nc3ccc([N+](=O)[O-])cc3[nH]2)n1Cc1ccccc1,0.9,4.7,0.8,0.4,11.5,-2.7,5.5,-9.7,-0.6
Cc1sc2nc(-c3ccccc3F)oc(=O)c2c1C,x,-0.5,0.3,0.8,17.0,0.6,0.7,5.3,0.2
CCN(CC)c1ccc(N)cc1S(=O)(=O)Nc1ccc(OC)cc1,1.4,8.0,3.5,-1.2,-13.3,4.7,0.1,-9.7,0.1
Cc1ccccc1OCCSc1nnc(C)n1-c1ccccc1,-2.6,-7.5,8.6,-1.1,-15.6,-10.2,-1.0,3.7,-0.6
CC1CCC(N(C)C(=O)CN2C(=O)NC(c3ccccc3)(c3ccccc3)C2=O)CC1 (stereo unspecified),x,16.6,-2.8,-2.6,-10.7,2.6,-1.5,-6.1,-1.7
COc1cc(Cl)cc(/C=N\NC(=O)c2ccc3c(c2)OCO3)c1O,x,-7.9,-7.6,0.4,-7.1,3.0,1.3,6.4,10.1
CC(C)OCCCNC(=O)c1ccc(CS(=O)(=O)Cc2ccccc2F)o1,2.1,-1.7,-7.2,-1.8,22.2,-3.2,2.2,-5.6,2.5
CCCC(C)C(=O)Nc1ccc(Cl)cc1Cl (stereo unspecified),-4.3,-10.3,-2.7,-4.0,-3.9,5.2,-0.5,6.7,-4.1
Cc1nn(-c2ccccc2)c(N2CCCC2)c1/C=N/NC(=S)Nc1ccc(F)cc1,7.3,3.7,15.3,-1.7,-7.4,-14.8,-0.9,-22.0,-0.8
Cc1cc(C(=O)Nc2c(F)c(F)c(F)c(F)c2F)n(-c2ccccc2)n1,4.4,-1.5,4.4,-4.5,-2.5,-5.9,-0.4,-5.1,-0.5
COc1ccccc1NC(=O)CN(Cc1ccco1)C(=O)c1ccc(Cl)nc1,2.7,-0.7,-0.9,-1.1,-24.1,-1.2,0.9,2.1,2.4
CCCC(=O)Nc1nnc(COC)s1,-6.1,1.6,7.1,-5.9,-2.4,2.3,0.4,2.9,-1.4
Cc1cccc(N2CCN(S(=O)(=O)c3ccc4c(c3)CCC(=O)N4)CC2C)c1 (stereo unspecified),0.4,-3.2,2.4,2.0,9.3,-2.3,1.1,10.9,-3.1
Cc1cc2c(cc1S(=O)(=O)Nc1cccc(C)c1C)n(C)c(=O)c(=O)n2C,4.3,0.0,3.3,-0.7,0.1,3.0,0.3,7.5,-0.5

# Later entries:
SMILES,IDE inh,M4 antag,M5 antag,CHRM5 agonist,CRFR2-BP antag,M5 PAM,CHRM4 agonist,M4 PAM,CRFBP-R2 agonist
CCOc1ccc(C(=O)NCCc2ccccc2)cc1,-4.0,7.4,-3.8,0.5,19.5,3.9,-0.5,3.0,-2.2
COc1cccc(CC(=O)Nc2ccc3nc(C)sc3c2)c1,5.7,-11.3,17.4,-4.7,-3.7,-0.1,2.0,8.8,-1.5
CCOCCCNC(=O)C1CCCN(S(=O)(=O)CC)C1 (stereo unspecified),1.4,7.8,-0.7,-0.2,9.6,0.1,0.5,1.3,-1.6
CC(=O)N/C(=N\c1nc(C)cc(C)n1)Nc1ccc(Cl)cc1Cl,7.9,-26.7,3.7,-4.2,-0.3,-4.1,1.8,12.3,-1.2
N#C/C(=C\c1ccc(-c2ccc(C(=O)O)cc2)o1)C(=O)NCC1CCCO1 (stereo unspecified),2.7,-3.9,-2.6,-2.4,3.3,-2.0,2.1,6.9,1.7
CCOCCCNC(=O)CN1N=C(c2ccc(C)cc2)CCC1=O,-0.2,3.3,6.5,-3.8,3.3,-1.4,0.2,0.7,-2.3
COc1ccc(N(CC(=O)Nc2ccc3c(c2)OCO3)S(C)(=O)=O)c(OC)c1,2.4,-16.7,-7.0,3.3,12.3,5.2,1.8,9.6,0.1
CCCNC(=O)C1(C)CCCN(Cc2cc(-c3ccccc3)n(C)n2)C1 (stereo unspecified),x,-9.1,-5.4,0.1,x,1.6,0.9,1.7,x
CSc1ncccc1C(=O)NCCc1ccc(Cl)cc1,4.4,-10.3,-10.7,-0.9,7.2,4.2,1.7,0.3,-3.4
c1ccc(OCCCc2nc(-c3ccncc3)no2)cc1,-3.3,-6.0,-6.1,2.2,6.7,-2.5,2.5,2.5,0.1
Cc1nc2ccc(N=NN(C)C)cc2[nH]1,5.8,-1.7,16.0,-1.0,5.5,-6.0,0.7,-6.3,-0.6
CCc1noc(C)c1C(=O)N(CC)CC(=O)NCc1ccc(F)cc1,x,-7.9,-4.0,-0.3,6.4,-0.6,1.5,8.4,0.8
CCn1c(CSc2ncccn2)nnc1SCC(=O)N1CCc2ccccc21,6.9,10.3,-7.0,-6.0,7.5,2.3,0.3,-5.9,-1.2
CC(C)C(=O)Nc1c2c(nn1-c1ccc(F)cc1)CSC2,-1.0,5.2,-2.7,-1.6,-11.0,1.0,0.5,5.1,0.3
C/C(=N\O)C(C)(C)Nc1ccccc1F,4.2,-12.4,-10.6,-1.3,0.1,10.1,0.2,-1.7,-3.0
C=CSc1sc(Cl)c(N(C)C)c1[N+](=O)[O-],0.4,-2.3,-8.3,-5.1,17.6,-6.2,1.7,3.3,-5.4
COc1ccc(N2C(=O)C(CC(=O)O)S/C2=C\C(C)=O)cc1 (stereo unspecified),5.0,-7.4,-9.2,-6.1,-8.8,2.1,0.0,7.4,-1.2
CCOC(=O)c1c(C)[nH]c(C(=O)N(C)CC(=O)Nc2ccc(OCC)c(OCC)c2)c1C,x,-2.9,0.7,0.5,-5.9,-3.6,0.9,3.8,-0.8
CC(=O)Nc1ccc(S(=O)(=O)NCCC(=O)NC2CCCCCC2)cc1,x,1.4,-2.0,-3.8,-5.4,1.1,0.2,10.9,-1.2
Cc1c(C(=O)OCC(=O)N2C(C)CCCC2C)oc2ccccc12 (stereo unspecified),5.9,3.3,-9.4,-1.9,-14.5,-0.8,2.3,-3.6,0.4
COc1ccc(/C=C/C(=O)NCC(=O)n2nc(C)cc2C)cc1,5.4,-6.7,5.6,0.3,-12.9,-4.2,1.0,-3.0,-4.8
C[C@H]1CN([C@@H](C)CO)C(=O)CCCn2cc(nn2)CO[C@@H]1CN(C)S(=O)(=O)c1ccc2ccccc2c1,x,-2.1,1.2,0.5,-0.1,2.8,-0.3,8.3,-1.2
CC1Cc2ccccc2N1C(=O)CSc1nnc(CNc2ccccc2)o1 (stereo unspecified),2.0,3.7,2.9,-5.8,10.2,-5.8,3.6,2.4,-2.0
Cc1csc(NC(=O)CSc2nc3nc(C)cc(C)n3n2)n1,1.1,-1.9,-2.1,1.3,-0.6,8.5,2.1,10.6,-0.2
Cc1nc(CN2CCN(C(=O)CCc3nnc(Cc4c[nH]c5ccccc45)o3)CC2)cs1,-4.2,4.0,-2.0,-0.4,7.8,4.8,1.5,-5.8,-0.4

# Next structures.
SMILES,IDE inh,M4 antag,M5 antag,CHRM5 agonist,CRFR2-BP antag,M5 PAM,CHRM4 agonist,M4 PAM,CRFBP-R2 agonist
Cn1c(=O)n(C)c2cc(NC(=O)c3ccccc3NS(C)(=O)=O)ccc21,-0.2,-7.1,4.3,2.8,3.2,-1.8,3.7,-1.5,-1.0
CCOC(=O)C1(C)CCN1C(=O)c1ccc(OC)cc1OC (stereo unspecified),x,-6.2,4.8,1.6,x,-4.2,2.7,1.8,x
Cc1ccc(-c2cc(C(=O)Nc3cccnc3)[nH]n2)c(O)c1C,1.0,-10.6,13.4,2.6,1.7,-11.8,8.1,-6.1,2.3
CC(=O)NC1CC2CCCC(C1)N2S(=O)(=O)c1cccc(F)c1 (stereo unspecified),-1.1,-14.0,-10.5,-1.5,18.4,1.2,1.8,18.7,-0.6
O=C(NC(=S)NCCO)c1sc2ccccc2c1Cl,-4.6,5.0,-3.1,-6.2,3.5,8.5,3.2,6.3,-3.3
CCc1ccc(NC(=S)N2CCCC2)cc1,x,11.1,-2.0,-1.2,-8.1,0.2,-0.3,-8.5,1.0
COC(=O)CCC(=O)c1ccn(S(=O)(=O)c2ccccc2)c1,4.6,-5.7,6.1,-1.2,-6.7,-2.2,1.6,-9.0,0.8
O=c1c2cc(Br)ccc2nc(-c2ccc(Cl)cc2)n1O,3.8,-7.7,3.5,-2.4,33.2,-1.1,0.8,-0.1,72.7*
O=C(COC(=O)Cc1ccsc1)Nc1cccc(F)c1,3.7,1.7,11.7,-0.3,26.4,1.8,-0.2,11.0,-1.6
COc1cc2cc(NC(C)=O)cc(NCc3ccccc3)c2cc1OC,x,-3.5,10.5,-8.7,-0.3,6.1,2.5,0.5,-0.8
O=C(N/N=C/c1ccc(Cl)cc1)c1cc(-c2cccnc2)nc2ccccc12,0.5,-11.3,-3.4,-1.3,-0.9,3.1,1.4,0.7,-0.2

# No enrichment for hits, and some 2.9% of all compounds hit somewhere here.
